Vif-A3F inh: inhibitors of Vif-A3F interaction; Potency, µM (series often up to 46.1 µM), inactives show at the top dose activity, negative = active; AID 602313; 0.2% of 390,000 active; HeLa A3F-eYFP + Vif (tagged APOBEC3F with the HIV-1 protein that degrades it), YFP fluorescence increase; also: potency is read from the fitted curve at half-maximal effect; % of control where 0% means no effect; nearly all actives have a fitted effect of over 65% in size
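HeLa cells stably expressing Vif plus C-terminally eYFP-tagged A3F were seeded, incubated overnight at 37 deg C, dosed with compound, incubated overnight again at 37 deg C. Yellow fluorescence (Ex 488/Em 500-530) reported blocked Vif-mediated A3F-eYFP degradation.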
RGS4 inhibitor: inhibitors of human regulator of G protein signaling 4. P49798. Transcreener GDP fluorescence polarization, RGS4-accelerated GTP hydrolysis. Potency, µM (top dose mostly 114 µM), for the others: at the highest dose activity change, negative = inhibition, usual class: inhibitors. 0.039% of 390,000 active; also: potency is read from the fitted curve at half-maximal effect; % is scaled to controls: 0 for no effect and ±100 for the full control effect; nearly all actives have a fitted effect of over 75% in size; some results filed as inactive show a strong effect at the top dose
Target sequence (P49798 whole entry, looked up): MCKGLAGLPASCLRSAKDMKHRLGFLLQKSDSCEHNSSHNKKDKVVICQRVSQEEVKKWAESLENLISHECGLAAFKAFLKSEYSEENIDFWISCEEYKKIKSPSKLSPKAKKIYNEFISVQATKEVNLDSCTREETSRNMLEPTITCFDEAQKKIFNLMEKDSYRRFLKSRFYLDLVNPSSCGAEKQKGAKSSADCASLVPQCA
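MLSMR compounds (23 nl, pin-transferred) preincubated 10 min at room temperature with a 500nM (2x) first reagent, then RGS4 at 900nM (2x) plus Transcreener GDP mix added; fluorescence polarization (620/688 nm) read before and after 90 min at 30 °C.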
ERG-DNA inh: inhibitors of human ERG Ets domain-DNA interaction; fluorescence polarization, His-ERG Ets domain / labelled DNA; Potency, µM (doses to about 76.9 µM), without a hit: at the highest dose FP activity, negative = inhibition, most hits filed as inhibitors; 0.028% of 370,000 active; active = well fitted inhibition curve with a large enough effect in the polarisation, with a control signal flat; inconclusive = small, poorly fitted or top-dose-only effect, or effect the other way, or a change in a side signal; inactive = no such curve, though single readings can be large or run the other way; the % refers to the polarisation;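 also: polarization taken with two DNA probes labelled with fluorescein and Texas red; potency is read from the fitted curve at half-maximal effect; % of control where 0% means no effect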
Target sequence (P11308 whole entry, looked up, the tested form may be a part): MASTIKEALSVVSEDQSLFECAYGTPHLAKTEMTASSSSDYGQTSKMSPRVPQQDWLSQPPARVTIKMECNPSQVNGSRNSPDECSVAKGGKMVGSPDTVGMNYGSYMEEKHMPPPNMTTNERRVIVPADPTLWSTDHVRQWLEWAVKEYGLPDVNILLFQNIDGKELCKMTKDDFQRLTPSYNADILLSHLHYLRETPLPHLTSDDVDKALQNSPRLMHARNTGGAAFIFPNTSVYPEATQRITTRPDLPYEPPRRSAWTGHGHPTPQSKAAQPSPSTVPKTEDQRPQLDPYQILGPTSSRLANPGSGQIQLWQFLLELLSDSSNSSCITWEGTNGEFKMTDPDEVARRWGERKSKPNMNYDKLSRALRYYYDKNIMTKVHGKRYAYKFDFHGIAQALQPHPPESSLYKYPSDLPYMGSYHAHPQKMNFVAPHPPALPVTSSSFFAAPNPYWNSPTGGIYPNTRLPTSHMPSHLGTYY
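His-tagged ERG Ets domain (1 uM in the protein solution; 300mM KCl, 50mM Tris-HCl, 1mM EDTA, 1mM DTT, pH 7.5) received compound, then a probe mix of 5 nM fluorescein-DNA and 100nM Texas-615-DNA. Fluorescence polarization was read for both dyes.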
LDHA inh: LDHA (human) enzyme inhibition | purified LDHA, NADH/diaphorase-resazurin fluorescence; stronger effect = lower value | activity change, % (values are at about 110 or 230 µM) | 0.15% of 480,000 active | P00338; in the data active = activity change below about -30%; inconclusive = mostly about -25% to -30%;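 also: plate controls were DMSO wells for no effect and wells without enzyme for full effect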
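Remaining NADH was detected by diaphorase (0.133 mg/mL) converting 37 µM resazurin to fluorescent resorufin, read at 0 and 20 minutes. The preceding 5-minute room-temperature reaction used 2 nM LDHA, 0.2 mM sodium pyruvate and 0.06 mM NADH at pH 7.4.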
D2 agonist: D2 dopamine receptor (human) agonism | 0.53% of 340,000 active | HEK293 T-REx D2 cells, calcium flux agonist mode | AID 485358 | activation, % at 2 µM;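 active = activation over 3 SD above normal in the single-dose calcium agonist read, cut at about 30% in these data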; also: 0% is about no effect
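Agonism is scored from calcium flux in a force-coupled, inducible HEK293 cell line expressing D2, read kinetically for 180 s after compound addition against dopamine controls.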
Glioma ERSR ind: ER stress response induction in glioma. Potency, µM, for the others: at the highest dose activation, most hits filed as activators. U87-MG GRP78 promoter luciferase reporter, 16 h. 0.02% of 420,000 active. AID 602332; also: potency is read from the fitted curve at half-maximal effect; series mostly up to about 76 µM; % of control where 0% means no effect; nearly all actives have a fitted effect of over 35% in size
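Stably transfected U87-MG human glioma cells carrying a GRP78-based luminescent sensor were seeded at 1000 cells/well, pin-dosed with compounds and incubated 16 h. Luciferase reagent was then added, and end-point luminescence was read after 10 min at room temperature.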
ALOX12 inh: inhibitors of human 12S-lipoxygenase ALOX12; P18054; purified 12hLO, xylenol orange hydroperoxide absorbance; Potency, µM (titrated, usually from 108 µM), inactives show top-dose activity change, negative = inhibition, hits mostly inhibitors; 1.1% of 580,000 active; AID 1671190; also: potency is read from the fitted curve at half-maximal effect; % is scaled to controls: 0 for no effect and ±100 for the full control effect
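Hydroperoxide product was detected by ferrous iron/xylenol orange as the 573 to 405 nm absorbance ratio. Arachidonic acid at 40 uM (final) was turned over for 30 min at room temperature by 150 nM human 12hLO, pH 7.0 Hepes buffer, after 15 min compound preincubation.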
Vif-APOBEC3G blk: Vif-A3G binding inhibition. Q9HC16. HeLa A3G-eYFP + Vif (tagged APOBEC3G with the HIV-1 protein that degrades it), YFP fluorescence, overnight. Potency, µM (highest dose often 46.1 µM), inactives show at the highest dose activity, negative = active, most hits filed as inhibitors. 0.076% of 410,000 active;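 also: potency is read from the fitted curve at half-maximal effect; % is scaled to controls: 0 for no effect and ±100 for the full control effect; nearly all actives have a fitted effect of over 60% in size; hits raise eYFP signal because A3G escapes Vif-driven loss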
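HeLa cells stably expressing Vif and C-terminally eYFP-tagged A3G, seeded overnight at 37 deg C, then exposed to compound by pintool overnight at 37 deg C. Rise in yellow fluorescence (Ex 488/Em 500-530, Acumen) marks blocked Vif-driven A3G degradation.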
D2 antag: antagonists of human D2 dopamine receptor; AID 485344; inhibition, % at 10 µM; HEK293 TREx D2 cells, calcium flux, dopamine EC80; 2% of 340,000 active; P14416; in the data active = inhibition above about 30%; also: 0% is about no effect
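Compounds are added to dye-loaded, induced HEK293 T-REx cells coupled to calcium release via D2; after a 3 min kinetic read an EC80 dopamine stimulus is given and fluorescence is recorded for 3 more min.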
Numbers without * were called inactive; i = inactive; ? = inconclusive; nt = not tested or not shown; & = joins results of further samples; [ ] = another dose, or the depositor's remark. Unless noted, calls follow the shape of the dose curve; as a rule, active = well fitted curve in the direction sought with a large enough effect; inconclusive = small, poorly fitted or top-dose-only effect, or another doubt; inactive = no such curve, though single readings can be large; an effect the other way counts as inactive or inconclusive. These rows are one share of the data. The share of hits here may be higher or lower than overall.

SMILES	Vif-A3F inh	RGS4 inhibitor	ERG-DNA inh	LDHA inh	D2 agonist	Glioma ERSR ind	ALOX12 inh	Vif-APOBEC3G blk	D2 antag
N#Cc1c(SCC(N)=O)nc2c(c1-c1ccncc1)CCCC2	10%	-19%	-7%	0	2.3	-2%	-2%	2%	7
COc1ccc(OCc2n(CC(=O)OC3CC(C)CCC3C(C)C)c3ccccc3[n+]2C)cc1 (configuration not stated)	2%	-11%[56.9 µM]	0%	0	nt	-18%	0%	-14%	nt
Cc1ccc(OCC(=O)O)c(O)c1	-8%	-31%	1%	14	nt	-7%	?	0%	nt
CCCSc1ncc(Cl)c(C(=O)Nc2c(C(=O)c3ccc(F)cc3)oc3ccccc23)n1	nt	22%	-3%	-9	1.1	nt	-15%	nt	nt
CCN1CCN(CCOc2ccc(Cl)cc2)CC1	2%	17%	3%	-34*	-4.4	-5%	1.4µM*	-1%	14
CN(C)S(=O)(=O)c1ccc(NC(=O)C2CC(=O)N(Cc3ccccc3)C2)cc1 (configuration not stated)	1%	-29%	3%	-5	0.1	3%	-19%	-1%	-10
CC(C)(C)c1ccc(-n2ncc3c2CCCC3NC(=O)CCn2cncn2)cc1 (configuration not stated)	4%	25%	4%	-6	-0.1	-1%	59%[activator]	2%	6
Cn1c(C(=O)N2CCCC(C(=O)O)C2)cc2sccc21 (configuration not stated)	-3%	-10%	-9%	-7	-0.3	-4%	9%	-5%	-11
Cc1nc2cc(C(=O)NCc3cccnc3)ccc2n1-c1ccc(F)cc1F	1%	4%	16%	-10	0.7	-1%	-5%	-1%	19
O=C(NC1CCCCC1)C(c1ccc(F)cc1)N(C(=O)c1csnn1)C1CC1 (configuration not stated)	?	7%	-3%	0	-0.2	-4%	-13%	-5%	2
CCOCCCNCC(O)c1ccccc1 (configuration not stated)	1%	20%	7%	-24	-0.1	-4%	?	0%	19
CCCc1cc(=O)n2[nH]c(NCc3c(F)cccc3Cl)nc2n1	9%&-11%	21%&13%	2%&-2%	0&-12	0.3&0.0	-2%&-2%	?	-1%&-1%	-8
Cc1ccc(C)c(NC(=O)Cn2cc(C(=O)c3ccc(Cl)cc3)c(=O)c3ccc(C)nc32)c1	-25%	-11%	0%	-5	0.6	-1%	-25%	-4%	nt
O=C(COc1ccccc1)NCc1cccs1	0%	-13%	3%	-2	0.2	2%	i	-2%	9
Cc1cc(C)n2nc(SC(C)C(=O)N(C)C3CCCCC3)nc2n1 (configuration not stated)	0%	11%	-2%	-5	nt	-3%	-12%	3%	nt
Cn1c(CNC(=O)c2ccco2)nnc1SCC(=O)N1CCN(c2ccccc2)CC1	5%	7%	-3%	-5	-0.1	-1%	-4%	2%	6
CCOC(=O)CSc1nc2ccccc2c(=O)n1Cc1ccco1	-8%	-29%	nt	-1	-0.5	-1%	16%	-4%	-5
CCCOc1ccc(/C=C/C(=O)N2CCN(C(=O)c3ccco3)CC2)cc1OC	-2%	nt	nt	-2	nt	-1%	?	0%	nt
CCCOC(=O)c1ccc(Oc2c(-c3ccc(OCC)cc3O)n[nH]c2C)cc1	0%	-3%	nt	-1	-1.8	1%	?	-5%	1
CC(=O)c1cccc(NC(=O)c2ccc3c(c2)C(=O)N(Cc2cccnc2)C3=O)c1	3%	-14%	2%	-12	0.3	-2%	?	2%	17
COC(=O)CCc1c(C)c(C(=O)c2ccc(F)cc2)c2ccccn12	-6%	-18%	7%	4	-0.3	-2%	-18%	0%	11
CCOc1ccc(N2CC(NC(=O)c3ccc(S(=O)(=O)N4CCOCC4)cc3)CC2=O)cc1 (configuration not stated)	2%	-24%	-7%	5&-6	0.8	-1%	?	-3%	nt
O=C(Cc1ccc(Br)cc1)Nc1ccc2[nH]ncc2c1	-4%	5%	-20%	-7	-0.1	-2%	-36%	3%	2
Cc1ccc(C(=O)Nc2scc(-c3ccccc3)c2C(=O)O)o1	4%	-37%	-2%	-6	2.3	2%	0%	-2%	-12
CC(=O)Nc1ccc(S(=O)(=O)N(C)c2ccc(O)cc2)cc1	-3%	-31%	-8%	1	0.2	1%	-9%	1%	4
C[C@H](CO)N1C[C@H](C)[C@@H](CN(C)C(=O)Nc2ccc3c(c2)OCO3)Oc2ccc(NC(=O)NC3CCCCC3)cc2C1=O	-4%	-9%	0%	7	nt	-2%	-10%	7%	nt
Cn1c(CCNC(=O)C(C)(C)C)nc2ccccc21	nt	-12%	-9%	0	0.3	-3%	-44%	-3%	-12
NC(=O)NC(=O)C(c1ccccc1)N1CCN(S(=O)(=O)Cc2ccccc2)CC1 (configuration not stated)	-3%	29%	1%	-11	0.5	0%	2%	2%	23
COCCC(=O)N1CCC(Oc2ccc(C(=O)NC3CCOC(C)(C)C3)cc2)CC1 (configuration not stated)	14%	23%	5%	-5	0.7	-6%	9%	-1%	-5
Cc1cc(N2CCC(C)CC2)nc2ccc(NC(=O)CCC(=O)N3CCN(c4ccccc4F)CC3)cc12	4%	6%	-5%	3	-0.7	4%	-9%	4%	nt
CC1(C)CC(=O)C(C(=O)/C=C/c2ccco2)C(=O)C1	-6%	-94%[56.9 µM]	12%	4	0.9	?	?	-1%	-11
CC[n+]1c(/C=C/N(C)c2ccccc2)oc2ccc(F)cc21	?	?	3%	29	nt	-1%	?	4µM*	nt
COc1cc(F)ccc1CN1CCC(C(=O)Nc2ccc(Oc3ccccc3)nc2)CC1	-19%	34%	-1%	-10	1.2	-4%	16%	4%	40*
CC[C@]12c3[nH]c4ccc(Cl)cc4c3CCN1C(=O)[C@@H](CC(=O)NCC13CC4CC(CC(C4)C1)C3)C[C@@H]2C(=O)N1CCN(C(=O)C2CC2)CC1	-8%	11%	2%	-3	nt	0%	40µM*	-7%	nt
COc1ccc(C/C(C)=N/NC(=O)C2COc3ccccc3O2)cc1 (configuration not stated)	-4%	2%	-8%	-3	-0.6	0%	-11%	-18%	-1
COc1ccccc1CN1CCC(CNC(=O)c2cnn(-c3ccccc3Cl)c2C2CCN(C(=O)OC(C)(C)C)CC2)CC1	1%	4%	2%	0	3.4	-4%	?	-1%	nt
CCCCNC(=S)N(C)/N=C/c1c(F)cccc1F	10%	13%	nt	-2	1.1	-4%	8%	-1%	6
COc1cc(C(C)=O)ccc1OCC(=O)N1CCc2ccccc2C1	-3%	6%	-3%	-4	nt	-1%	8%	8%	nt
Cc1ccc([C@@H]2C[C@H]3[C@@H](CN2S(=O)(=O)c2ccc(C)cc2)C(=O)C[C@@H](c2ccc(Cl)cc2)N3S(=O)(=O)c2ccc(C)cc2)cc1	-4%	nt	nt	-9	nt	-6%	3%	-3%	nt
C/C(=N\Nc1ccc(Cl)c(C(=O)O)c1)c1ccc(Br)s1	-1%	-70%[56.9 µM]	11%	-1	-1.7	8%	?	-1%	47*
CN(C)CCNc1c2c(c(C#N)c3nc4ccccc4n13)CCCC2	0%	2%[11.4 µM]	6%	11	1.2	1%	2%	-2%	9
O=C(c1cc(C2CC2)nn1-c1ccccc1)N1CCN(Cc2ccc(Cl)cc2)CC1	2%	18%	-3%	-1	1.5	-3%	-18%	1%	19
CCOC(=O)Cn1c(=NC(=O)CC)sc2c(C)cc(C)cc21	-7%	-51%	4%	-14	nt	-1%	-4%	-2%	nt
O=C(CN1CCN(Cc2cccc(C(F)(F)F)c2)CC1)NCC(=O)Nc1ccc(F)c(F)c1F	3%	6%	-9%[15.4 µM]	-7	nt	-1%	198%[activator]	-5%	nt
CCN(CC)c1ccc(-n2c(C)cc(C=O)c2C)cc1	3%	-12%[11.4 µM]	-12%	7	-0.8	-8%	?	1%	1
O=C(CCC(=O)OCc1ccc(Cl)cc1)Nc1ccccc1	4%	-5%	5%	0	0.3	-5%	0%	4%	-20
OC1(c2ccc(F)cc2)CN(c2ccccc2)C2=[N+]1CCS2 (configuration not stated)	-10%	-13%	12%	-6	0.7	-1%	-4%	2%	-1
O=C(COC(=O)Cc1ccc(Cl)cc1Cl)NCc1ccccc1	-8%	nt	nt	0	nt	-3%	-5%	-1%	nt
O=C(OCC(=O)c1ccc(Cl)s1)c1ccc2ccccc2n1	-7%	-13%	0%	-4	-0.5	3%	?	-2%	6
C=CC[C@@H](CC(=O)N[C@@H](CO)Cc1ccccc1)C(=O)N[C@@H](COC(=O)[C@@H](CC=C)CC(=O)OC(C)(C)C)Cc1c[nH]c2ccccc12	-1%	-3%	5%	5	nt	-5%	?	-3%	nt
O=C(NCc1cccc(F)c1)c1ccc(NC(=O)c2nsc3ccccc23)cc1	2%	-13%	0%	1	0.6	-7%	4%	-1%	nt
O=C(NC(=O)c1cccc(Cl)c1)OC[C@@H]1CCCN2CCCCC12 (some centres not stated)	2%	17%	-19%	-6	-0.8	-3%	16%[57.4 µM]	0%	-12

Compound activity as filed in PubChem BioAssay.
